PTAP-TSG101 blk – qHTS Validation Assay for Inhibitors of HIV-1 Budding by Blocking the Interaction of PTAP/TSG101: Sytravon Library Screen; Fluorescence polarization, FITC-PTAP peptide/Tsg101, 20 min; Potency, µM (series often up to 115 µM), without a hit: at the highest dose activity change, negative = inhibition, most hits filed as inhibitors; 44,000 tested, under 10 active; AID 1347069, 2019; note: potency is the fitted concentration of half-maximal effect; 0% is about no effect
Target sequence (Q99816 whole entry, looked up): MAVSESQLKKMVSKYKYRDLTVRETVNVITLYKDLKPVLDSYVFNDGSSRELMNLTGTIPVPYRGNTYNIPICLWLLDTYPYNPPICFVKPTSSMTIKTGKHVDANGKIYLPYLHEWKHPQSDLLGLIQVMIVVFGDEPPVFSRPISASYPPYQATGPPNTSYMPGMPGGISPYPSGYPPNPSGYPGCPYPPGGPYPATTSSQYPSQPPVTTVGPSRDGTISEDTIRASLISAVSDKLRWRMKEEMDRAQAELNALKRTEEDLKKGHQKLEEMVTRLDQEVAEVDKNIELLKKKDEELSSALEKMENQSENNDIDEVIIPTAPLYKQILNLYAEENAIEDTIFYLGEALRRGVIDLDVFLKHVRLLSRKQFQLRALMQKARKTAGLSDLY
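qHTS FP binding, 20 min r.t.: 10 uM Tsg101 domain + 50 nM FITC-PTAP peptide, pH 7.5 HEPES buffer with TCEP and EDTA.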
NTMT1 inh – Primary qHTS for Inhibitors of N-terminal methyltransferase 1 (NTMT1): MTaseGlo Assay; NTMT1 MTase-Glo SAH luminescence, purified enzyme; AID 1645870, 2021; 59,000 compounds, 2.5% hits; Potency, µM (highest dose often 114 µM), for the others: top-dose activity change, negative = inhibition, actives largely listed as inhibitors; N-terminal Xaa-Pro-Lys N-methyltransferase 1 (Homo sapiens), Q9BV86;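 note: potency is the fitted concentration of half-maximal effect; plate controls were DMSO vehicle for no effect and no enzyme for full effect; nearly all actives have a fitted effect of over 65% in size; many of its hits are not listed in these tables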
Target sequence (Q9BV86 whole entry, looked up): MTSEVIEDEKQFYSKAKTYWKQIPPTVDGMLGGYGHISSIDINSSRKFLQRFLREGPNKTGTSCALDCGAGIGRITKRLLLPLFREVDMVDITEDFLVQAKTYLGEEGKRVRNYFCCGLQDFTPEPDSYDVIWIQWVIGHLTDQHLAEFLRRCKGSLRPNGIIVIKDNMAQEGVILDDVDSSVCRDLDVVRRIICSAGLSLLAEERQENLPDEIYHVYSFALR
p53null 39C tox – qHTS Screen for Compounds that Selectively Target Cancer Cells with p53 Mutations: Cytotoxicity of p53 Null Cells at the Nonpermissive Temperature; 55,000 compounds, 0.97% hits; H1299 p53-null (neo) cells, 39C, ATPlite viability, 24 h; Potency, µM (highest dose often 46.1 µM), for the others: at the top dose activity, negative = cell killing, hits mostly cytotoxic;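 note: potency is the fitted concentration of half-maximal effect; 0% = DMSO only and -100% = full killing by 100 µM tamoxifen; nearly all actives have a fitted effect of over 50% in size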
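ATP-luminescence viability readout (ATPlite, 20 min RT) after 24 hr compound treatment at 39C of H1299-neo or H1299-p53A138V cells; titration up to 46 uM; normalized to DMSO and 100 uM tamoxifen; Hill-fit AC50.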
GALK inh – qHTS Assay for Inhibitors of Human Galactokinase (GALK): NCGC Sytravon Library Screen | Potency, µM (doses to about 57.5 µM), for inactives: at the top dose activity, negative = inhibition, hits mostly inhibitors | 44,000 tested, under 10 active | P51570 | recombinant GALK, Kinase-Glo ATP luminescence, 1 h;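 note: plate controls were full GALK reaction for no effect and reaction lacking GALK for full effect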
Target sequence (P51570 whole entry, looked up): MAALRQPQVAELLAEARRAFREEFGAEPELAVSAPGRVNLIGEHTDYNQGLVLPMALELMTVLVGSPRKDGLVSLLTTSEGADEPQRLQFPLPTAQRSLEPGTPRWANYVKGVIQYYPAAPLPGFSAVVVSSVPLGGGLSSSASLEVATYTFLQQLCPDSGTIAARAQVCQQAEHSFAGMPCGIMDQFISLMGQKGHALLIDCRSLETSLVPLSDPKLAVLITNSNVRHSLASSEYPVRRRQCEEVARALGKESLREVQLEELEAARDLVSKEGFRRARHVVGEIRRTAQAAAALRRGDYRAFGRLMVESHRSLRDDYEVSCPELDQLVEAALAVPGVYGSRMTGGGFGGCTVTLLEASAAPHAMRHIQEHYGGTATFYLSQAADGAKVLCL
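Reactions with and without enzyme served as controls. GALK at 5 nM phosphorylates 100 uM galactose using 35 uM ATP (HEPES pH 8.0, Mg2+) for 1 h at RT, with luminescence read 10 min after adding Kinase-Glo Plus.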
FH mod – Identification of activators of human fumarate hydratase by quantitative high-throughput screening; Fumarate hydratase, mitochondrial (Homo sapiens), P07954; FH coupled MDH/diaphorase resazurin fluorescence, 15 min; Potency, µM (top dose mostly 79.9 µM), inactives show top-dose activity change, negative = inhibition, actives largely listed as inhibitors; 54,000 compounds, 0.22% hits; note: potency is the fitted concentration of half-maximal effect; % is set by controls: 0 for no effect and ±100 for the full control effect; the screen sought activators but most active calls are inhibition curves; nearly all actives have a fitted effect of over 45% in size
p53null 32C kill – qHTS Screen for Compounds that Selectively Target Cancer Cells with p53 Mutations: Cytotoxicity of p53 Null Cells at the Permissive Temperature; H1299-neo p53 null cells, ATP luminescence, 24 h, 32C; Potency, µM (titrated, usually from 46.1 µM), for inactives: at the highest dose activity change, negative = cytotoxicity, hits mostly cytotoxic; 55,000 compounds, 0.62% hits; AID 903, 2007;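 note: potency is the fitted concentration of half-maximal effect; 0% = DMSO only and -100% = full killing by 100 µM tamoxifen; nearly all actives have a fitted effect of over 55% in size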
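We seeded p53-null H1299-neo cells, incubated them overnight at 37C, and added compounds across a range up to 46 uM. After 24 hours at 32C, ATP reagent was applied for 20 min at room temperature and luminescence recorded.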
B2AR arrestin ag – qHTS assay of beta-arrestin-biased ligands of beta2-adrenergic receptor: NCGC Sytravon Library Screen; Potency, µM (doses to about 46.1 µM), for the others: at the highest dose activation, hits mostly activators; HTLA Tango cells, beta-arrestin recruitment, luciferase luminescence, 18 h; 44,000 tested, under 10 active;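 note: potency is the fitted concentration of half-maximal effect; 0% = DMSO and full agonism = EC100 isoproterenol or metaproterenol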
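Ligand-induced beta-arrestin recruitment to recombinant beta2-AR is measured via a tTA-driven luciferase reporter in Tango cells after 18 hr compound exposure at 37 degrees C. Concentrations span up to 46 microM.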
Numbers without * were called inactive; ? = inconclusive; · = not tested or not shown; & = joins results of further samples; [ ] = remark or other dose. Calls come from the whole dose curve; as a rule, active = well fitted curve in the direction sought with a large enough effect; inconclusive = small, poorly fitted or top-dose-only effect, or another doubt; inactive = no such curve, though single readings can be large; an effect the other way counts as inactive or inconclusive.

SMILES | PTAP-TSG101 blk | NTMT1 inh | p53null 39C tox | GALK inh | FH mod | p53null 32C kill | B2AR arrestin ag
CCC(C)NC(=O)CSc1nc2c(sc3ccccc32)c(=O)n1CCc1ccccc1 (centres undefined) | 0% | 6% | 2% | -2% | -8% | -15% | 0%
CCOC(=O)c1ccccc1NC(=O)CSc1ncc(CO)n1Cc1ccc(C)cc1 | 1% | · | 8% | 4% | · | -4% | 1%
O=C(NCCCN1CCCCC1)c1sc2ncccc2c1-n1cccc1 | -6% | -4% | 9% | -1% | -4% | -4% | 0%
O=C(c1ccc2c(c1)N(Cc1cccc(Cl)c1)C(=O)c1ccccc1S2(=O)=O)N1CCc2ccccc21 | -1% | 2% | 14% | 1% | -7% | -2% | -1%
Cc1c(F)cccc1NC(=O)C1CCCN1S(=O)(=O)c1ccc(F)cc1 (centres undefined) | 0% | -5% | -12% | -1% | 12% | -17% | 0%
O=C(CN1C(=O)COc2ccc(S(=O)(=O)NC3CCCC3)cc21)Nc1ccc(Cl)cc1F | 0% | -6% | -10% | 4% | -20% | -3% | 1%
CC(C)CN(CCCNC(=O)CN1N=C(c2ccc(Cl)cc2)CCC1=O)CC(C)C | -2% | -4% | 8% | 1% | -4% | 1% | -2%
COC(=O)c1ccc2nc(C)cc(Nc3ccc(O)cc3)c2c1 | -5% | -9% | -3% | -1% | -23% | -6% | 0%
CN(Cc1ccccc1)c1ccc(-c2nc(-c3ccccc3)no2)cc1[N+](=O)[O-] | 0% | 0% | -6% | 2% | -21% | -9% | -2%
O=C(Nc1cccc(Cl)c1)c1cc(S(=O)(=O)N2CCC3(CC2)OCCO3)ccc1F | -4% | -2% | 8% | 3% | -18% | -18% | -1%
Cc1cccc(C(=O)N2CCc3cc(CNC(=O)c4ccc(Br)o4)ccc32)c1 | -2% | ? | 36%[activator] | -2% | -4% | 12% | ?
CCS(=O)(=O)Nc1ccc(-c2cn3ccsc3n2)cc1 | -1% | -16% | ? | 0% | -3% | ? | 0%
CC(=O)N1CCCc2cc(S(=O)(=O)N(Cc3ccccc3)C(C)C)ccc21 | -2% | 1% | 20% | -8% | -9% | -8% | -1%
CCOc1ccc(CNC(=O)C2CCN(Cc3cc4ccccc4n3Cc3ccccc3C)CC2)cc1 | 1% | -5% | 16% | 2% | -8% | -5% | -1%
Cc1[nH]c2ccccc2c1C1(O)C(=O)N(Cc2ccccc2)c2ccc(Br)cc21 (centres undefined) | -17% | -2% | ? | 0% | ? | 18% | 0%
Cc1cccc(N2CCN(C(=O)c3noc4c3CCCCC4)CC2)c1C | -5% | -1% | -3% | 0% | -14% | 6% | 2%
O=C(Cc1cccs1)NC1CC(=O)N(c2ccc(F)cc2)C1 (centres undefined) | -4% | 13% | 38%[activator] | 1% | 2% | 2% | -2%
CCOC(=O)C1CCN(CCC(=O)Nc2ccccc2Cl)CC1 | 2% | · | -1%&11% | -18% | · | -1%&4% | 1%
COc1cccc(C(=O)NCC(c2ccc3c(c2)OCO3)N2CCN(C)CC2)c1 (centres undefined) | 6% | -4% | 4% | 3% | -13% | -13% | 0%
COc1ccc(CC(=O)Nc2ccc(-c3nc4ccccc4s3)c(C)c2)cc1OC | 1% | -1% | 26% | 0% | -5% | -26% | -1%

Three entries from above, with two lines to a compound:
Order of values – PTAP-TSG101 blk | NTMT1 inh | p53null 39C tox | GALK inh | FH mod | p53null 32C kill | B2AR arrestin ag
> CCS(=O)(=O)Nc1ccc(-c2cn3ccsc3n2)cc1
    -1% | -16% | ? | 0% | -3% | ? | 0%
> Cc1cccc(C(=O)N2CCc3cc(CNC(=O)c4ccc(Br)o4)ccc32)c1
    -2% | ? | 36%[activator] | -2% | -4% | 12% | ?
> Cc1cccc(N2CCN(C(=O)c3noc4c3CCCCC4)CC2)c1C
    -5% | -1% | -3% | 0% | -14% | 6% | 2%

Other results
SMILES | PTAP-TSG101 blk | NTMT1 inh | p53null 39C tox | GALK inh | FH mod | p53null 32C kill | B2AR arrestin ag
CCN1CCN(c2cc(C)c3cc(NC(=O)/C=C/c4ccc(OCCC(C)C)cc4)ccc3n2)CC1 | -1% | 1% | ? | 7% | -16% | -3% | 1%
O=C(Nc1ccccc1F)c1oc2ccccc2c1NC(=O)c1c(F)cccc1F | 2% | -6% | -20% | 0% | 21% | ? | 1%
CCOc1ccc(CCNC(c2nnc(-c3ccccc3)o2)c2ccccc2Cl)cc1OCC (centres undefined) | 2% | · | ? | 4% | · | ? | -1%
COc1ccccc1Nc1nc(-c2ccccc2Cl)c2cc(Br)ccc2n1 | 0% | 8% | 2% | -1% | 1% | 0% | 0%
CN1C(=O)c2ccccc2Sc2ccc(NC(=O)Cc3ccc(Cl)cc3)cc21 | -3% | ? | 17% | 0% | -27% | 16% | ?
CC(=O)N1CCc2cc(CNS(=O)(=O)c3cccs3)ccc21 | -1% | ? | -25% | 0% | 6% | -20% | 0%
CCN(C(=O)CSc1nnc(-c2cc(OC)c(OC)c(OC)c2)o1)c1ccccc1 | -2% | 3% | -7% | 1% | -6% | -10% | -1%
CCOC(=O)c1cccc(NC(=O)C2CCCN(c3nnc(C)c4c(C)n(-c5ccccc5)nc34)C2)c1 (centres undefined) | -1% | 9% | -1% | 0% | -17% | -1% | 0%
CCOc1ccc(-c2nc3cc(NC(=O)COc4cccc(C)c4)ccc3o2)cc1 | -4% | ? | -12% | -1% | -6% | -26% | 0%
Cc1cccc(N(CC(=O)N(C)Cc2ccccc2)S(=O)(=O)c2ccccc2)c1C | -3% | 3% | 0% | -14% | -30% | 8% | 0%
CC1=C(C(=O)OCC2CCCCC2)C(c2ccc(Cl)cc2Cl)CC(=O)N1 (centres undefined) | -2% | -3% | -20% | 2% | 12% | -2% | -2%
Cc1ccc2c(=O)cc(C(=O)Nc3cccc(C(F)(F)F)c3)oc2c1C | -1% | 3% | -8% | -2% | ? | 0% | 0%
O=C(Cn1c(=O)n(Cc2nc(-c3ccccc3)no2)c(=O)c2cc3c(cc21)OCO3)Nc1cccc(C(F)(F)F)c1 | -1% | 29% | 10% | 0% | -23% | 1% | 2%
CC(=O)Nc1ccc(NC(=O)C2Cc3ccccc3N2C(=O)c2ccccc2)cc1 (centres undefined) | 0% | -4% | -13% | 0% | 4% | -7% | 1%
CCS(=O)(=O)c1ncc(N(Cc2ccco2)Cc2ccccc2F)c(C(=O)Nc2cccc(Cl)c2)n1 | 3% | -1% | -7% | 6% | -22% | -7% | -4%
O=C(NCc1ccc(F)cc1)C1CCN(c2ncnc3c2nc2n3CCCCC2)CC1 | 0% | 8% | -3% | 2% | -29% | -1% | 0%
Cc1ccc2oc(-c3ccc(Cl)c(NC(=O)c4cc5ccccc5o4)c3)nc2c1 | -1% | · | 42%[activator] | -17% | · | -12% | -2%
Cc1ccc(-n2ncc3c(N4CCN(c5ccccc5)CC4)ncnc32)cc1C | -1% | -1% | 17% | 2% | -2% | 1% | 0%
CCCCn1c(=O)c2oc3ccccc3c2n(Cc2cccc(C)c2)c1=O | -6% | 14% | 7% | -8% | 8% | -1% | -1%
CC(C)c1nn2c(=O)cc(COC(=O)C3CCCCC3)nc2s1 | 0% | 3% | -16% | 2% | -2% | 4% | 3%
O=C(c1ccc([N+](=O)[O-])cc1)N(Cc1ccco1)c1ccccn1 | -2% | 2% | 5% | -12% | 3% | -5% | -4%
COC(=O)C1=C(CS(=O)(=O)c2cc(Cl)ccc2OC)NC(=O)NC1c1ccccc1 (centres undefined) | -1% | 2% | 7% | 1% | -6% | 2% | -2%
COc1ccc(C(=O)N2CCN(C(=O)COc3ccccc3)CC2)cc1OC | -2% | 14% | 20% | -10% | -4% | -4% | -1%
COc1cc(Cl)c(C)cc1NC(=O)CCn1c(=O)c2cccn2c2cccnc21 | 1% | -4% | -17% | 3% | -7% | -3% | -1%
COc1ccc(Cc2nc3c4cnn(-c5ccccc5Br)c4ncn3n2)cc1 | 0% | 4% | -20% | 3% | -13% | -5% | 0%
CCc1c(C)nc2nncn2c1Nc1ccc(C(C)C)cc1 | 2% | 6% | -24% | -11% | 13% | -3% | -2%
Nc1nonc1-c1nc2ccccc2n1CC(=O)Nc1cccc(Cl)c1Cl | 4% | · | -8% | -1% | · | 38%[activator] | 1%
Cc1ccc(-c2nc(N3CCN(c4ccccc4Cl)CC3)c3ccccc3n2)cc1 | 1% | 3% | -13% | 0% | -4% | 1% | 0%
Cc1cccc(N2CCN(C(=O)C3CCN(C(=O)c4cc5sccc5n4C)CC3)CC2)c1C | -6% | 2% | 63%[activator] | -9% | -21% | 55%[activator] | 0%
CCOC(=O)C1CCN(C(=O)c2ccc(C)c(NC(=O)c3nsc4ccccc34)c2)CC1 | -3% | 0% | -17% | -6% | -8% | -4% | -1%
CCN(C(=O)CN1C(=O)c2ccccc2Sc2ccc(C(=O)OC)cc21)c1cccc(C)c1 | -5% | 17% | 63%[activator] | 3% | ? | 24% | ?
Cc1ccc(C)c(N2CCN(C(=O)Cc3c(C(=O)O)c(C)cn3C)CC2)c1 | -1% | 14% | 20% | 1% | ? | -3% | -3%
O=C(NCCCc1nc2ccccc2n1Cc1ccccc1)C1CCCCC1 | -1% | -2% | -11% | -13% | -9% | -8% | 1%
CCCSc1oc(-c2ccco2)nc1S(=O)(=O)c1ccc(Cl)cc1 | 6% | -16% | 35%[activator] | ? | -17% | 30% | -2%
Cc1ccc2c(c1)c1c(c(=O)n(Cc3ccccc3)c(=O)n1CC(=O)Nc1ccccc1F)n2C | 1% | 4% | 26% | 1% | 4% | -4% | -1%
COc1cc(NC(=O)N2CCC(CN3CCc4ccccc4C3)CC2)cc(OC)c1 | 2% | -6% | -5% | 3% | -4% | -8% | 0%
CCc1ccc(Nc2nc3ccccc3c3nnc(C)n23)cc1 | -13% | 4% | -12% | 2% | -20% | -1% | -1%
CCCc1cc(=O)[nH]c(SCc2nc(-c3ccc(C)cc3)no2)n1 | -1% | 12% | -13% | 3% | -4% | -14% | -1%
CCOc1cc(C(c2c(C)[nH]n(-c3ccccc3)c2=O)c2c(C)[nH]n(-c3ccccc3)c2=O)ccc1O | -1% | 5% | -12% | 1% | 0% | 4% | -1%
Cc1nnsc1C(=O)Oc1ccc(C(C)C)cc1 | 1% | -11% | -19% | 5% | -1% | 5% | -3%

An excerpt. The share of hits here may be higher or lower than overall.
